FN deposition inh = fibronectin deposition inhibition; inhibition, % at 12.6 µM; AH1F fibroblasts, Alexa488-fibronectin deposition fluorescence, overnight; AID 743247; 0.086% of 350,000 active;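 active = mean inhibition across replicates of 30% or more, regardless of how many single replicates reach that level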;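 also: positive control wells lacked labelled fibronectin entirely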
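Assay system: AH1F fibroblasts assembling fluorescent fibronectin matrix; Amount: 10000 AH1F cells per well; Buffer or medium: DMEM, 2% serum; Probe or stimulus: Alexa488-fibronectin, 24 nM final in well; Doses: single compound dose, delivered by pin transfer; Incubation: 1 h adhesion, overnight exposure; Measured by: fluorescence 485/525 nm; Read-out: fibronectin deposition inhibition.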
RAD52 inh = RAD52 (human) annealing inhibition | P43351 | recombinant RAD52 DNA annealing, FRET fluorescence | inhibition, % at 18.7 µM | 0.46% of 360,000 active | AID 651710;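 active = every replicate showing at least 50% inhibition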
Target sequence (P43351 whole entry, looked up): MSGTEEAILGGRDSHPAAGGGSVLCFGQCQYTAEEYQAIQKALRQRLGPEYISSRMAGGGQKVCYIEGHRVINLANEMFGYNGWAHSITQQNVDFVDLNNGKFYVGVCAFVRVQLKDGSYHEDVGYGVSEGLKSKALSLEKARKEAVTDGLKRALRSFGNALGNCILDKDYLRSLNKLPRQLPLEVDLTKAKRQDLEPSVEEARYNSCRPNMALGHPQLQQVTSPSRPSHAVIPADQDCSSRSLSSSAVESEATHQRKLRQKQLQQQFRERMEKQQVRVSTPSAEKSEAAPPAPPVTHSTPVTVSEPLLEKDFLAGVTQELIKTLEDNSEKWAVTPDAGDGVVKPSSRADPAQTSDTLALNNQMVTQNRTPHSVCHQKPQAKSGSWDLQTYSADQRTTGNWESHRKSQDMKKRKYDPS
XiGFP reactiv = activators of X-chromosome reactivation in mouse fibroblasts | XiGFP mouse fibroblasts, % GFP-positive cells imaging, 3 d; cells co-treated with 5-aza-dC sensitizer; scaled so ellipticine positive control = 100% | activation, % at 7.58 µM | 0.055% of 360,000 active | AID 743238;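 active = mean normalized replicate activation at least 10% and every replicate at or above 10%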;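 also: 0% = median of on-plate neutral control wells and 100% = ellipticine 6 µM median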
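System: 68-5-11 XiGFP fibroblast line | Buffer or medium: DMEM containing 5-aza-dC | Compound: Single point | Times: Compounds 3 days, fix/stain 15 min at room temperature | Benchmarks: Positive control ellipticine, 6 µM final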
RAD54 inh = inhibitors of human RAD54 branch migration. Q92698. RAD54 Holliday junction branch migration, FAM/BHQ fluorescence. inhibition, % at 10.4 µM. 0.14% of 360,000 active. AID 602329;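 active = mean normalized replicate activity at least 40 and at least half of replicates scoring 40 or more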;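 also: 0% = median of neutral control wells and 100% = median of positive control wells; inhibitors cause a drop in the FAM fluorescence signal; in these data hits start at about 50%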
EWS-Fli block = blocks EWS/Fli oncoprotein-driven transcription. AID 651661. 0.67% of 350,000 active. inhibition, % at 12.6 µM. A673 NR0B1-luciferase reporter, viability-normalised;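 active = mean inhibition of at least 50% after viability correction, with every replicate also passing that limit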;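 also: firefly luciferase signal divided by Alamar Blue viability fluorescence both relative to DMSO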
E-selectin induc = induces E-selectin expression in human endothelial cells. activation, % at 7.58 µM. 0.37% of 260,000 active. HUVEC E-selectin immunofluorescence imaging; normalized: neutral wells 0, TNF-alpha wells 100. P16581;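 active = mean E-selectin-positive cell signal at least 10% of the positive control, reached in at least 60% of replicates, without over 20% cell loss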;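 also: in these data hits start at about 27%; measured in HUVEC primary endothelial cells; signal is the percent of cells scored E-selectin positive by PE staining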
Target sequence (P16581 whole entry, looked up): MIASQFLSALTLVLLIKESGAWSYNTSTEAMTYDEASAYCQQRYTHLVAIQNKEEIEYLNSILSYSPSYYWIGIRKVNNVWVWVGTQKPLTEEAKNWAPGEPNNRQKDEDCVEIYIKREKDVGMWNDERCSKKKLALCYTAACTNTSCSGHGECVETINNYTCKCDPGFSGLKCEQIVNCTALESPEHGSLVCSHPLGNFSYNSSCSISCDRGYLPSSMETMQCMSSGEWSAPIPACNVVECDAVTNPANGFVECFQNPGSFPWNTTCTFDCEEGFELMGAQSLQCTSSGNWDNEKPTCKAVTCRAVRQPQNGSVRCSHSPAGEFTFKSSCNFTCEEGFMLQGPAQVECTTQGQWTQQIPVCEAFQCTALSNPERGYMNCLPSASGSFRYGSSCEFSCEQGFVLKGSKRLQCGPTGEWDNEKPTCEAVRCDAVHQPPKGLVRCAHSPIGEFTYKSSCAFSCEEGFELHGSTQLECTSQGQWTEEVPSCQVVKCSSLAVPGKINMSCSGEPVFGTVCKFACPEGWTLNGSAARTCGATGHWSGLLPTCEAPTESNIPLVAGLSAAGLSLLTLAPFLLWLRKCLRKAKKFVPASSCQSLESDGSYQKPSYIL
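Read-out basis: % PE-positive cells; Test system: HUVEC primary endothelial cells; Technique: immunofluorescence imaging; Dosing: single-point compound dose.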
S100A4 inh HTS = inhibitors of human S100A4 binding to myosin IIA peptide. AID 652163. P26447. inhibition, % at 10.7 µM. 0.14% of 360,000 active. S100A4/TAMRA-MyoIIA peptide fluorescence polarization;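 active = mean inhibition of at least 70% across replicates, with every replicate also reaching that level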
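Test system: S100A4 monomer protein. Medium: HEPES buffer with Ca2+, pH 7.2. Reagent: fluorescent myosin IIA peptide, 5 nM. Compound dosing: single-point compound testing. Timing: 5 min between mix addition and reading. Benchmarks: DMSO neutral and TFP positive wells.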
esBAF inh = blocks esBAF chromatin remodeling in mouse ES cells. Bmi1-luciferase knock-in reporter, 24 h; 100% = twice the neutral-well signal. reporter increase, % at 12.5 µM. 2% of 350,000 active. AID 602393; in the data active = activation above about 40%;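 also: 0% = median of the plate's neutral control wells and 100% = double that signal; a rise in the Bmi1 reporter signal indicates esBAF inhibition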
Active calls of the source: *; . = no result given; & = joins results of further samples.

Structure	FN deposition inh	RAD52 inh	XiGFP reactiv	RAD54 inh	EWS-Fli block	E-selectin induc	S100A4 inh HTS	esBAF inh
O=C(C[C@H]1C=C[C@H](NC(=O)CN2CCOCC2)[C@@H](CO)O1)NCCc1ccncc1	-1.3	-4.1	-0.3	.	4.6	-0.2	-1.6	.
CC(=O)c1cccc(NC(=O)NCc2cccnc2)c1	.	-9.2	.	-5.5	4.3	.	-7.2	-1.9
CC1CCN(C(=O)CN(c2ccccc2)S(=O)(=O)N(C)C)CC1	-1.5	-4.6	0.1	.	4.7	.	3.1	.
COc1ccc(NC(=O)CN(C)C(=O)/C=C/c2cn(Cc3ccccc3)nc2-c2cccnc2)cc1	4.1	-31.6	0.0	13.2	6.3	.	1.7	3.7
Cc1cc(C)nc(SCC(=O)Nc2nc(-c3ccccc3)c(-c3ccccc3)o2)n1	2.9	-15.0	0.0	3.2	-63.6	.	-3.0	.
C[C@@H](CSc1ccc(Br)cc1)CN1CC[C@H](O)CCC1=O	4.5	-7.8	-0.2	5.7	-24.7	-0.1	-1.7	34.9
O=c1[nH]c(CSc2ncccn2)nc2c1cnn2-c1ccccc1	-1.0	.	0.0	1.3	.	-2.5	.	.
CCC(=O)N1CC(=O)N2[C@H](CO)[C@H](c3ccc(C#CC4CCCCC4)cc3)[C@@H]2C1	.	7.0	0.3	.	-0.3	0.0	-3.2	.
CC(=O)N1CCN(C(=O)c2ccc(Cl)c(S(=O)(=O)N3CC(C)OC(C)C3)c2)CC1 (configuration not stated)	.	-28.8	0.2	-1.0	-1.8	-0.6	5.0	-1.0
Cc1ccc(S(=O)(=O)N2CCN(C3CC(=O)N(Cc4ccccc4)C3=O)CC2)cc1C (configuration not stated)	.	-5.1	.	-15.4	3.2	.	-5.9	-2.6
COC(=O)c1cc2c(c3c4cc(OC)ccc4n(S(=O)(=O)c4ccc(OC)cc4)c13)C(=O)N(C1CCCCC1)C2	-3.5	-18.0	-0.1	.	22.6	0.1	-1.0	.
CCOc1ccc(CCNC(=O)CS(=O)Cc2nc(-c3ccc(OC)c(OC)c3)oc2C)cc1OCC (configuration not stated)	-4.9	2.7	0.0	-6.4	-3.2	.	-6.0	4.1
CC(/C=C1\SC(=S)N(NS(=O)(=O)c2ccc(C)cc2)C1=O)=C\c1ccccc1	1.9	-8.2	-0.1	-10.5	11.1	-0.3	1.5	.
CO[C@H](CN(C)S(=O)(=O)c1cn(C)cn1)[C@@H](C)CN(C(=O)Nc1ccc(F)cc1)[C@@H](C)CO	5.3	-13.2	0.0	3.9	-7.4	-0.1	-2.7	-2.1
C[C@@H]1CN([C@H](C)CO)C(=O)Cc2cc(NS(C)(=O)=O)ccc2O[C@@H]1CN(C)Cc1ccc(C(=O)O)cc1	12.4	0.0	0.1	-5.3	-6.9	0.0	0.0	5.4
COc1ccc(S(=O)(=O)N(C)C[C@H]2Oc3c(NC(=O)Nc4c(C)noc4C)cccc3C(=O)N([C@H](C)CO)C[C@@H]2C)cc1	-1.3&-8.1	-9.7	-1.2&0.1	-16.1	-7.5&-1.0	7.6&0.6	-6.6	-1.2&-1.5
Cc1ccc(CNC(=O)c2ccc(N3CCC4(CC3)CC(c3ccccc3)=NO4)c(N)c2)cc1	-12.6	-0.1	0.1	-4.5	11.3	0.0	-0.9	11.3
CC(C)NC(=O)Nc1ccc2c(c1)C(=O)N([C@@H](C)CO)C[C@@H](C)[C@H](CN(C)Cc1ccncc1)OCCCC[C@@H](C)O2	.	-2.7	0.1	2.2	.	-0.2	18.3	.
COc1ccc2c3c([nH]c2c1)[C@H](CO)NCC31CN(C(=O)Cc2cccnc2)C1	.	-3.5	0.1	.	-2.1	0.0	-1.9	.
S=c1[nH]nc(-c2ccccn2)n1/N=C/c1cccs1	3.3	-10.9	0.0	.	10.3	2.0	0.2	.
O=C(Nc1ccc2c(c1)CCCN2C(=O)c1cccs1)c1cccc(F)c1	-0.4	-7.1	0.0	-6.2	-102.5	.	-2.3	12.5
COc1ccc(CCN2Cc3c(N)cccc3C2=O)cc1OC	7.1	0.6	0.1	-5.9	1.6	.	-6.5	11.3
CCCc1cc(=O)[nH]c(SCC(=O)Nc2sc3c(c2C(N)=O)CCCC3)n1	-3.8	-21.2	0.0	.	-7.8	0.0	-0.7	.
CCCCN(C)Cc1c(O)ccc2c(=O)c(-c3ccccc3OC)coc12	-0.6	-1.3	-0.2	-17.7	6.6	.	-2.1	1.2
Cc1cc(/C=N/NC(=O)C(=O)NCc2ccccn2)c(C)n1-c1ccccc1	-0.7	-11.5	0.0	1.4	-20.5	.	1.7	.
Cc1c(C(c2ccc(N(C)C)cc2)c2c(C)n(C)n(-c3ccccc3)c2=O)c(=O)n(-c2ccccc2)n1C	-13.8	-7.1	0.3	.	6.4	.	-12.2	.
O=C(COC(=O)c1ccc([N+](=O)[O-])o1)Nc1nc2ccccc2s1	2.8	-8.2	.	0.6	0.9	0.1	6.2	.
CNC(=O)c1ccc(NC(=O)c2cc(S(=O)(=O)N(C)C)ccc2N2CCCC2)cc1	-3.2	-5.6	0.0	8.7	-9.5	-1.2	2.7	-4.3
CO[C@H]1CN(C)C(=O)c2cc(NC(C)=O)ccc2OC[C@H](C)N(Cc2ccccc2F)C[C@@H]1C	0.5	-6.6	0.2	1.9	3.5	-0.3	10.2	-0.4
Cc1ccc(NC(=S)Nn2cnnc2)c(C)c1	2.0	-6.8	-0.1	6.9	-7.8	1.3	-2.9	-3.6
Cc1ccc(NS(=O)(=O)c2ccc(/C=C/C(=O)O)cc2)cc1Cl	-0.1	-6.7	0.0	.	-3.6	0.1	0.5	.
O=C(Nc1nnc([C@H]2C[C@H](O)[C@@H](CO)O2)s1)NC(c1ccccc1)c1ccccc1	-1.2	2.3	0.0	2.5	6.5	0.3	-3.9	-4.6
Cc1c(NS(=O)(=O)c2cccc(C(=O)OCC(=O)c3ccc(Cl)cc3)c2)c(=O)n(-c2ccccc2)n1C	-3.3	-15.7	0.0	-6.9	-2.5	.	-5.4	6.7
COc1ccc(C(=O)N2C[C@@H]3[C@H](c4ccccc42)[C@H](CO)N3Cc2ccc3c(c2)OCO3)cc1	.	-25.8	0.1	-0.3	-3.1	-0.4	7.7	-10.2
C[C@@H]1CN([C@@H](C)CO)C(=O)c2cc(NC(=O)Nc3cccc4ccccc34)ccc2O[C@@H]1CN(C)S(=O)(=O)c1cccs1	1.8	6.8	-0.1	4.9	7.4	0.1	-6.5	-6.2
Cc1n[nH]c(=O)c2c(NC(=O)CSc3nn(-c4ccc(F)cc4)c(=S)s3)oc(C)c12	0.4	-33.9	-0.1	-9.0	2.1	.	-4.0	-0.8
Cc1ccc(S(=O)(=O)N(C)C(C)CCc2ccco2)cc1 (configuration not stated)	0.3	-26.9	0.5	4.6	0.7	1.3	-1.0	-10.1
COc1cc(/C=N/NC(=O)CNC(=O)/C=C/c2ccco2)cc(OC)c1OC	-0.1	-18.3	0.0	-3.8	-16.2	.	1.6	-3.6
CN1c2ccccc2C(=O)NC1c1ccc(Cl)cc1 (configuration not stated)	10.9	-12.5	0.5	.	7.4	0.6	1.0	.
O=c1cccc(-c2ccc3ccccc3c2)o1	-4.8	-43.2	0.0	.	-77.6	1.6	-7.0	.
COc1ccc(S(=O)(=O)N2CCCc3ccccc32)cc1OC	5.1	-137.0	0.0	1.7	-28.5	.	1.1	.
Cc1cc(-n2c(SCC(=O)Nc3ccc(Br)cc3)nc3n[nH]c(C)c3c2=N)ccc1Cl	-1.3	-6.4	0.0	-11.1	.	0.3	0.3	1.8
O=C(c1ccc2c(c1)OCO2)N1CC2(C1)[C@H](c1ccccc1)[C@@H](CO)N2C(=O)C1CC1	0.7	6.9	0.0	.	0.8	0.0	4.4	.
COc1cc(OC)cc(C(=O)N[C@H](C(=O)OCC(=O)Nc2ccc3c(c2)OCO3)C(C)C)c1	1.7	-1.3	0.5	1.6	18.2	0.1	0.7	.
CC(C)NS(=O)(=O)c1ccc(OCC(=O)Nc2ccc(F)cc2F)cc1	.	-11.1	.	-10.1	4.8	.	1.8	-2.0
Cn1c(=O)oc2cc(S(=O)(=O)Nc3ccccc3F)ccc21	7.0	6.6	0.2	-4.0	8.5	2.6	-3.4	4.7
CCN(CC)C(=O)CC(c1cc(OC)c(OC)c(OC)c1)c1c(OC)cc(OC)c2ccc(=O)oc12 (configuration not stated)	-3.5	-2.5	0.2	-7.4	-3.9	-0.1	2.8	2.5
COc1cccc(CNC(=O)C[C@@H]2CC[C@H](NC(=O)C3CCOCC3)[C@@H](CO)O2)c1	7.3	-11.9	-0.1	-1.1	-1.8	0.5	-13.7	2.7
C[C@@H]1CN([C@@H](C)CO)S(=O)(=O)c2ccc(-c3ccncc3)cc2O[C@@H]1CN(C)C(=O)CC1CC1	.	16.2	-2.1	2.3	-5.0	0.1	-3.2	6.1
COc1ccc(C#Cc2cnc3c(c2)C(=O)N([C@H](C)CO)C[C@@H](C)[C@H](CN(C)C(=O)CN(C)C)O3)cc1	-10.5&1.6	40.0&26.7&33.1	0.6&-0.1	16.9&6.1&3.3	7.6&4.3&-2.4	0.2&1.0	-3.5&-21.4&-16.4	-4.0&-4.1&1.6
CCC[C@@H]1CCCC/C=C\CCCC(=O)OCCN1C(=O)OC(C)(C)C	26.0	6.4	0.0	-1.9	-7.7	0.0	-0.5	9.2
CN1CCCC(C#CC(O)(c2ccccc2)c2ccccc2)C1 (configuration not stated)	3.0	-9.8	0.0	.	2.7	1.0	-1.2	.
COc1ccc(C(=O)NCc2ccc(C)cc2)cc1S(=O)(=O)N1CCCC1	-2.2	-12.5	0.0	4.0	1.2	.	-3.4	-2.0
O=C(O)c1cc(NC(=O)c2ccccc2[N+](=O)[O-])ccc1O	-1.1	-8.0	0.0	.	1.2	.	-16.1	.
CC1CCC(NC(=O)CN2C(=O)NC3(CCCCCC3)C2=O)CC1 (configuration not stated)	6.0	-9.3	-0.1	-1.6	-7.3	-2.7	-1.7	-1.8
CC(=O)N(C)C[C@@H]1Oc2cc(C#CC3CC3)ccc2S(=O)(=O)N([C@H](C)CO)C[C@H]1C	-3.9	.	-0.4	.	-0.6	-0.5	.	11.9
CC1=C(C(=O)Nc2ccccc2)C(c2ccccc2[N+](=O)[O-])NC(=O)N1 (configuration not stated)	-6.2	-25.8	0.3	-1.1	-2.6	.	0.3	11.1
O=C(Nc1ccccc1)C1CCCN1C(=O)Nc1ccccc1[N+](=O)[O-] (configuration not stated)	4.7	1.3	0.1	.	-0.6	.	1.3	.
CNC[C@@H]1Oc2ncc(C#Cc3ccccc3)cc2C(=O)N([C@H](C)CO)C[C@@H]1C	.	32.1	-0.3	0.4	-5.2	0.0	0.7	-2.3

Bioassay records from PubChem.
